USP2a block – inhibitors of human ubiquitin-specific protease USP2a. O75604. USP2 core, Ub-CHOP2 coupled fluorogenic reporter, 485/531. Potency, µM (titrated, usually from 38.3 µM), without a hit: at the top dose activity change, negative = inhibition, actives largely listed as inhibitors. 330,000 compounds, 0.01% hits. AID 463254;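 further: potency means the concentration at half of the fitted maximal effect; plate controls were DMSO wells for no effect and full inhibition by NEM control for full effect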
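Cell-free coupled assay: 10nM USP2 core preincubated 30min RT with compound in Tris-HCl pH 8.0/CaCl2/CHAPS buffer, then 25nM Ub-CHOP2 and 25nM reporter substrate; fluorescence (Ex 485/Em 531) read after 60min RT, normalized to NEM inhibition, concentration-response curves fitted.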
KCNH2 WT inh – blocks the wildtype human KCNH2 potassium channel | Q12809 | U2OS, BacMam KCNH2, thallium flux FluxOr; stronger effect = lower value | activity change, % at 1.84 µM | 340,000 compounds, 0.37% hits;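 active means maximum activity change below -70%; inconclusive means maximum activity change between -70% and -50%; inactive means maximum activity change above -50%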; further: on the % scale 0 is the no-effect control and ±100 the full control effect
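U2OS cells were transduced with wild-type KCNH2 virus (2.03 x 10^8 / mL) for 4 h at room temperature, then cultured overnight at 37 C. Thallium flux was read with FluxOr dye. Rate constants were normalized to DMSO controls.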
PKM2 act – activators of human pyruvate kinase M2; P14618; purified PKM2, Kinase-Glo ATP luminescence, activation; response scale: 0% is enzyme alone, no compound; Potency, µM (titrated, usually from 57.5 µM), without a hit: at the highest dose activation, most hits filed as activators; 260,000 compounds, 0.34% hits; AID 1631; further: potency means the concentration at half of the fitted maximal effect; on the % scale 0 is the no-effect control and ±100 the full control effect; nearly all actives have a fitted effect of over 55% in size
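hPK-M2, >95% pure; 0.1 mM ADP / 0.5 mM PEP final; imidazole pH7.2 buffer w/ 7 mM MgCl2, 50 mM KCl; 1 h RT; Kinase-Glo lum. Intermediate enzyme activity for dual inhibitor/activator qHTS.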
CXXC DNA block – blocks binding of human MLL CXXC domain to DNA; Q03164; MLL-CXXC / FITC-HOXA9 DNA fluorescence polarization; Potency, µM (titrated, usually from 115 µM), for inactives: at the top dose activity change, negative = inhibition, usual class: inhibitors; 290,000 compounds, 0.037% hits; active means well fitted inhibition curve with a large enough effect in the polarisation, with a control signal flat, not every such curve was filed as active; inconclusive means small, poorly fitted or top-dose-only effect, or effect the other way, or a change in a side signal; inactive means no such curve, though single readings can be large or run the other way; the % refers to the polarisation; further: potency means the concentration at half of the fitted maximal effect
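Purified MLL-CXXC (added from a 7 uM solution) was preincubated 5 min at ambient with pinned compounds in 50 mM Tris-HCl pH 7.5, 50 mM NaCl, 1 mM DTT, 0.05% BSA. Fluorescein-labeled HOX-A9 DNA (50 nM solution) followed, 30 min, then polarization read.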
Coupling enz – inhibits coupling enzyme system, counter-screen for aldolase hits. coupling enzyme system counterscreen, AmpLite Red fluorescence. activity change, negative = inhibition, % at 58.2 µM, hits read low. 290,000 compounds, 0.67% hits. AID 2472; in the data active means activity change below about -30%; further: on the % scale 0 is the no-effect control and ±100 the full control effect
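Final compound at 57.5 uM, incubated 10 min at RT with coupling enzyme reagent (glyceraldehyde-3-phosphate), then 20 min with substrate and AmpLite Red detection. Fluorescence read at 525/598 nm; tests interference with the coupling assay, not aldolase inhibition.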
GALK inhibitor – blocks human galactokinase activity; Potency, µM (series often up to 57.5 µM), without a hit: at the top dose activity change, negative = inhibition, hits mostly inhibitors; Purified GALK, Kinase-Glo residual ATP luminescence; 270,000 compounds, 0.007% hits; AID 1868; P51570; further: potency means the concentration at half of the fitted maximal effect; on the % scale 0 is the no-effect control and ±100 the full control effect
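Kinase-Glo Plus luminescence measured ATP left after a 1 h room-temperature reaction. The reaction used 5 nM GALK, 100 uM galactose and 35 uM ATP at pH 8.0 (20 mM HEPES, 5 mM MgCl2, 60 mM NaCl, 1 mM DTT, 0.01% BSA).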
Giardia kill – Giardia lamblia killing; 340,000 compounds, 0.15% hits; activity change, % at 7.66 µM, hits read low; Giardia lamblia trophozoite viability; AID 540267; in the data active means activity change below about -80%; inconclusive means between about -30% and that limit;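 further: parasites exposed to compound for two days anaerobically before the ATP read; on the % scale 0 is the no-effect control and ±100 the full control effect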
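Anaerobic 48 hrs incubation at 37 deg C of 100 trophozoites/well with test compounds; ATPLite 1-Step luminescence, 15-30 min RT, reports cellular ATP as viability.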
KCNH2 3.1 inh – inhibitors of human KCNH2 3.1 potassium channel isoform. U2OS KCNH2 3.1, thallium flux FluxOr; stronger effect = lower value. 340,000 compounds, 0.95% hits. activity change, % (tested at about 1.8 µM);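 active means maximum activity change below -70%; inconclusive means maximum activity change from -70% to -50%; inactive means maximum activity change above -50%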;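 further: thallium influx rate constant from kinetic fluorescence after stimulation buffer; on the % scale 0 is the no-effect control and ±100 the full control effect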
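FluxOr-based Tl+ influx in U2OS cells transduced with KCNH2 3.1 virus; rate constants normalized to DMSO controls.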
B2AR arrestin – agonists driving beta-arrestin recruitment to human beta2-adrenergic receptor | P07550 | beta-arrestin recruitment to beta2AR, cell-based reporter | Potency, µM (highest dose often 46.1 µM), inactives show at the highest dose activation, usual class: activators | 330,000 compounds, 0.02% hits | AID 492947;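 further: potency means the concentration at half of the fitted maximal effect; 0% = DMSO controls and full agonism = EC100 isoproterenol or metaproterenol; nearly all actives have a fitted effect of over 65% in size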
Target sequence (P07550 whole entry, looked up): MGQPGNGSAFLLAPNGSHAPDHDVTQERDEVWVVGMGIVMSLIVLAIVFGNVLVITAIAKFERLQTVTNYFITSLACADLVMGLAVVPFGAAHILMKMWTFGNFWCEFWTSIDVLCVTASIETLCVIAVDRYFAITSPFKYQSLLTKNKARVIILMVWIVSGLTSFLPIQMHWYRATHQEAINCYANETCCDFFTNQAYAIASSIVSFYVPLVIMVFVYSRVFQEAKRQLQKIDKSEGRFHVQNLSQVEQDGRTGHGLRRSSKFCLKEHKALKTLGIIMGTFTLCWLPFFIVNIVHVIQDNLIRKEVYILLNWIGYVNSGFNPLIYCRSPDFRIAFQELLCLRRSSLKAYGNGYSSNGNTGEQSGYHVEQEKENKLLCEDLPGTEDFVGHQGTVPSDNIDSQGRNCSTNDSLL
Menin-MLL TR inh – menin-MLL binding inhibition, Texas Red mutant peptide; Menin + Texas Red MLL mutant peptide, fluorescence polarization; Potency, µM (doses to about 61.6 µM), inactives show top-dose FP activity change, negative = inhibition, usual class: inhibitors; 270,000 compounds, 0.23% hits; AID 1768; active means well fitted inhibition curve with a large enough effect in the polarisation, with a control signal flat, not every such curve was filed as active; inconclusive means small, poorly fitted or top-dose-only effect, or effect the other way, or a change in a side signal; inactive means no such curve, though single readings can be large or run the other way; the % refers to the polarisation; further: potency means the concentration at half of the fitted maximal effect; % of control where 0% means no effect; many of its hits are not listed in these tables
Target sequence (O00255 whole entry, looked up): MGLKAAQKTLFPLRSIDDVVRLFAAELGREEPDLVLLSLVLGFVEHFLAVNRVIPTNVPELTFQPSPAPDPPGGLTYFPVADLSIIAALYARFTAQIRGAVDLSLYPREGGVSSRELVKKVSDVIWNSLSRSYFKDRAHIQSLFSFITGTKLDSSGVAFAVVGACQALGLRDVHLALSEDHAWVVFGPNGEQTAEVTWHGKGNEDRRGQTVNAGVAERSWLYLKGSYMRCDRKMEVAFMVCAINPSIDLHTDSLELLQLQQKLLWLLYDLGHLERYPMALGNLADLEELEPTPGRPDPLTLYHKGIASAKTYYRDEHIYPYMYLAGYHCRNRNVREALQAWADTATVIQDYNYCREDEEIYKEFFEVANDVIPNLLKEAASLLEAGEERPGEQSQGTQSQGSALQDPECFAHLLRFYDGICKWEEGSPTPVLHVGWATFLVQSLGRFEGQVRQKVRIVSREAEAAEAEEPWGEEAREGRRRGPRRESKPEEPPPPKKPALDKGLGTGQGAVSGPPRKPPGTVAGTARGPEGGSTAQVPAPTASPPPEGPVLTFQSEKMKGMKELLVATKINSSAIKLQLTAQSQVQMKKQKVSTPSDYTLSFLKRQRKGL
TRPV1 agonist – activates the human vanilloid receptor TRPV1; Q8NER1; 320,000 compounds, 0.19% hits; AID 540275; TRPV1-expressing cells, Fluo-8 calcium influx, agonist mode; activation, % at 8.33 µM; in the data active means activation above about 80%; inconclusive means between about 30% and that limit; further: 0% is about no effect
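Fluo-8 calcium influx in TRPV1-expressing cells, kinetic read (ex 480/em 520 nm). Compound added and read 3 min for agonist activity, followed by capsaicin at EC20 final and 2 min further read for enhancement.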
* = called active by the depositor; ? = inconclusive; . = no result given; [ ] = another dose, or the depositor's remark. Unless noted, the call rests on the fitted dose curve; in most records, active means well fitted curve in the direction sought with a large enough effect; inconclusive means small, poorly fitted or top-dose-only effect, or another doubt; inactive means no such curve, though single readings can be large; an effect the other way counts as inactive or inconclusive.

SMILES	USP2a block	KCNH2 WT inh	PKM2 act	CXXC DNA block	Coupling enz	GALK inhibitor	Giardia kill	KCNH2 3.1 inh	B2AR arrestin	Menin-MLL TR inh	TRPV1 agonist
COc1ccc(S(=O)(=O)N2CCCC(N(C)CCc3ccccc3)C2)cc1OC (stereo not given)	-2%	22	-1%	0%	0	0%	-7	-26	-0.5%	-8%	-2
O=S(=O)(c1ccccc1)N1CCN(c2cccc(Cl)c2)CC1	-1%	2	1%	-9%	1	0%	?	0	0.2%	26%	6
Cc1ccc(C(=O)O)c(C(=O)Nc2nc3ccccc3s2)c1	5%	3	.	12%	1	-3%	-17	-6	0.3%	18%	0
COC(=O)CC1C(=O)NCCN1C(=O)CSc1nnnn1-c1ccc(OC)cc1 (stereo not given)	2%	-10	0%	3%	3	-2%	-9	0	0.1%	3%	-5
O=C(Nc1ccc(OC(F)F)c(Cl)c1)C(c1ccccc1)c1ccccc1	0%	2	-1%	5%	-2	1%	9	21	-0.1%	?	8
Cn1c(C(=O)N2CCN(c3ccc(F)cc3)CC2)cc2ccccc21	0%	0	2%	-2%	1	2%	-6	-7	0.6%	-25%	5
O=C(NCC(c1cccs1)N1CCOCC1)c1ccccc1NS(=O)(=O)c1ccc(Cl)c([N+](=O)[O-])c1 (stereo not given)	0%	3	6%	0%	8	0%	2	9	3.9%	?	-4
C=C1CC(C(=O)N/N=C/c2ccc(O)cc2)C1	6%	-1	0%	-4%	0	.	1	-2	-0.2%	-7%	0
O=C(O)c1ccc(Cl)c2c1C1C=CCC1C(c1ccccn1)N2 (stereo not given)	0%	.	1%	?	-19	1%	.	.	-1.5%	?	6
Cc1ccc(Nc2ccc(C(N)=O)cc2[N+](=O)[O-])cc1C	0%	-15	-18%	-11%	-2	.	-2	2	-0.4%	2%	-10
C=CCC1(CC=C)CCCN1C(=O)CC1C(=O)NCCN1Cc1cccc(OC)c1OC (stereo not given)	4%	-3	1%	-7%	1	0%	0	1	0.0%	-27%	-1
O=C(/C=C/c1ccccc1)OCC(=O)N1CCCC1	3%	3	.	.	.	.	-13	-5	0.1%	.	4
Cc1ccc(S(=O)(=O)Nc2cccc(Oc3cnccn3)c2)cc1	2%	-1	4%	6%	-15	0%	1	6	-0.1%	5%	10
Cc1ccc(C)c(S(=O)(=O)Nc2ccccc2C(=O)Nc2cc(C)on2)c1	-2%	2	0%	9%	10	-3%	-4	5	0.1%	-6%	-4
Cn1c(SCC(N)=O)nnc1-c1ccccc1	-1%	2	-5%	5%	3	0%	-4	1	0.1%	1%	1
COCCCNC(=O)C[C@H]1C[C@H](C(=O)N2CCOCC2)[C@@]2(CCC3CCCC3)c3[nH]c4cc(-c5ccco5)ccc4c3CCN2C1=O	-26%	-11	.	.	.	.	13	-9	3.7%	.	.
COc1ccccc1C(=O)NC(CCSC)C(=O)NNC(=O)C(C)Oc1ccccc1F (stereo not given)	0%	10	.	.	.	.	-14	-3	-0.1%	.	-1
O=[N+]([O-])c1ccccc1/C=N/NC1=NCCCCC1	4%	1	5%	11%	2	0%	8	8	-0.6%	1%	-3
CCN1CCN(C(=O)c2c(-c3ccccc3)noc2C)CC1	-6%	-2	.	9%	-1	-2%	2	9	1.4%	-7%	-1
Cc1cc(NC(=O)COC(=O)c2cc(S(=O)(=O)N(C)C)ccc2Cl)no1	-2%	-1	.	.	.	.	19	15	0.0%	.	1
O=S(=O)(CC12C3C4C5C1C2C(Br)(C43)C51OCCO1)c1ccccc1 (stereo not given)	1%	-12	.	.	4	.	-1	-1	0.1%	.	-3
Cc1c(C)n(CCc2c[nH]c3ccccc23)ccc1=O	0%	1	-2%	-1%	-1	-2%	-4	-12	0.1%	5%	2
CCn1c(C(O)c2ccccc2)nc2ccccc21 (stereo not given)	1%	-5	1%	5%	0	9%	-6	-2	-0.8%	3%	1
Cc1[nH]c2ccccc2c1N=Nc1c(C)n(C)n(-c2ccccc2)c1=O	6%	-9	7%	10%	-2	1%	21	-3	-1.3%	-2%	1
CC(C)(C)n1nc2c(c1NC(=O)COc1ccc(Cl)cc1)CS(=O)(=O)C2	2%	4	-4%	-6%	-2	0%	-3	-1	-0.3%	0%	1
Other structures.
SMILES	USP2a block	KCNH2 WT inh	PKM2 act	CXXC DNA block	Coupling enz	GALK inhibitor	Giardia kill	KCNH2 3.1 inh	B2AR arrestin	Menin-MLL TR inh	TRPV1 agonist
CCc1cccc(NS(=O)(=O)c2c(C)n[nH]c2C)c1	4%	10	9%	6%	-15	-3%	-12	-10	-0.3%	13%	8
CC(C)CCN1C(=O)c2ccc(C(=O)Nc3ccccc3C(=O)O)cc2C1=O	0%	3	.	2%	14	1%	-23	-11	-0.6%	?	-2
CCCC(=O)Nc1ccc(Br)cn1	-8%	-2	12%	-7%	1	1%	-22	6	-0.5%	7%	26
O=P(c1ccccc1)(c1ccccc1)C(O)c1ccc(Br)cc1 (stereo not given)	1%	-2	2%	-1%	2	5%	-9	0	0.4%	-12%	5
Cc1cc(S(=O)(=O)NCc2ccccc2)ccc1OCC(=O)NCc1ccncc1	1%	8	2%	-14%	.	-4%	-1	21	-0.5%	.	24
O=C(COC(=O)CCC(=O)c1ccc(Cl)cc1)NCC1CCCO1 (stereo not given)	4%	-2	6%	10%	4	0%	-1	0	-0.3%	6%	-1
Cc1c(C(=O)N2CCCc3ccccc32)oc2ccc(S(=O)(=O)N3CCOCC3)cc12	1%	23	-3%	1%	2	-1%	-15	-25	0.4%	5%	30
O=C(NC1CCCCC1)C1CC(=O)N(c2ccc(Cl)cc2)C1 (stereo not given)	0%	1	-11%	-1%	2	0%	2	-6	-0.9%	-6%[11.7 µM]	.
COCCCNC(=O)C1CC(=O)N(c2ccc(C)cc2)C1 (stereo not given)	0%	-4	3%	0%	4	3%	14	4	-0.4%	6%	-3
Cc1ccc(-c2nc(CSCC(=O)N3CCN(C(=O)c4ccco4)CC3)c(C)o2)cc1	-2%	13	6%	-2%	-1	2%	9	3	0.3%	-7%	0
CC(OC(=O)c1cc(=O)[nH]c2ccccc12)C(=O)NC1CCCCC1C (stereo not given)	-2%	-2	.	.	.	.	?	3	0.1%	.	3
Cc1ccc(NC(=O)Cn2cccc2)c(C)c1	3%	-1	-12%	6%	1	1%	-5	4	-0.2%	5%	2
O=C(NCc1cccnc1)C(=O)Nc1nc(-c2ccccc2)cs1	0%	-9	-2%	-17%	6	4%	-2	-6	-0.2%	.	-1
CCOc1cc(N2CCOCC2)c(OCC)cc1NC(=O)CN1C(=O)NC2(CCCCCCC2)C1=O	2%	-3	.	0%	0	0%	2	-23	0.2%	-6%	-2
Cc1cc(C)c2cc(C#N)c(SCC(=O)Nc3ccc4c(c3)OCO4)nc2c1	-4%	2	0%	18%	0	-1%	7	-1	0.0%	.	-1
CCOc1cccc(OCCOc2ccc(C(=O)c3ccccc3)cc2)c1	-1%	1	4%	10%	2	0%	1	-14	-1.1%	3%	-1
COc1ccc(C(=O)N=S2CCN(C(=O)c3ccc(Cl)cc3)CC2)cc1	-1%	1	-2%	3%	1	.	-2	-5	0.2%	.	-3
O=C(Nc1ccc(Br)cc1)c1ccco1	1%	-10	-6%	-2%	-2	1%	37[activator]	-3	-0.1%	.	?
C/C(=N\S(=O)(=O)c1ccc(C)cc1)N(C)C	-1%	-3	1%	1%	1	3%	-8	-6	-0.2%	.	-1
Cc1ccc(C2=NN(CC(=O)NCCN(C)C)C(=O)CC2)cc1	-1%	5	.	21%	-1	.	-25	-10	-1.1%	0%	-4
O=C(NCc1ccncc1)c1cccc(F)c1	-1%	-4	15%	0%	0	3%	-12	-3	0.1%	-2%	0
CCCOc1ccc(CC(CC(=O)O)(C(=O)O)C(=O)O)cc1	0%	-4	6%	22%	11	1%	-18	3	-0.3%	-2%	-2
COC(=O)C1=NNC2(c3ccc(C)cc3)C(=O)N(c3ccc(C)cc3)C(=O)C12 (stereo not given)	1%	-16	-3%	-16%	2	10%	6	-5	0.2%	?	-2
NS(=O)(=O)c1ccc(N/N=C/c2ccc(C(=O)O)cc2)c([N+](=O)[O-])c1	-2%	19	-4%	-24%	-2	4%	8	21	-0.4%	.	0
COc1cc(NC(=O)CSc2nc3ncnc(N)c3[nH]2)c(C(=O)O)cc1OC	0%	0	-2%	-7%	-3	14%	-5	-4	-0.3%	-12%	-2
COCCCNC1=C(Cl)C(=O)c2ccccc2C1=O	3%	-12	-7%	3%	-21	6%	-5	-9	0.2%	.	-1
Nc1ccc(C(=O)OCC(=O)Nc2ccc([N+](=O)[O-])cc2C(F)(F)F)cc1	5%	16	-2%	-1%	1	0%	-6	8	-0.2%	10%	1
Cc1ccc(S(=O)(=O)NCc2ccc(C(=O)NCCCN3CCN(C)CC3)cc2)cc1	1%	-3	-4%	3%	-2	-1%	-15	13	0.1%	34%[activator]	0

Assay outcomes: PubChem BioAssay, National Center for Advancing Translational Sciences (NCATS)

Some of the compounds tested; the hit share may differ from the screen's.
